Bioassay records (PubChem BioAssay)
LYP phosphatase = inhibitors of LYP phosphatase, biochemical, fluorescence intensity, uHTS (AID 1779). recombinant LYP phosphatase, fluorescence intensity; higher % means a stronger effect. one-dose inhibition, % at 11.5 µM; IC50 in µM for titrated hits. 0.054% of 290,000 active; in the data active = inhibition above about 50%;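 note: plate controls were vehicle with enzyme for no effect and no enzyme for full effect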
Myeloid diff 2 = compounds promoting myeloid differentiation. calls only at 10 µM. ER-HoxA9 myeloid progenitors, lysozyme-GFP differentiation, flow cytometry. 1% of 360,000 active;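 active = normalized GFP-positive differentiation at or above the plate's own cutoff, the solvent-only control mean plus 3 SD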;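 note: cells exposed to compound for four days before flow analysis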
GPR35 antagonists = inhibition of zaprinast-stimulated GPR35 beta-arrestin translocation – imaging, U2OS, beta-arrestin-GFP, zaprinast agonist, primary screen (AID 2058); U2OS GPR35 beta-arrestin-GFP translocation imaging, zaprinast antagonism; higher % means a stronger effect; inhibition, % at 10 µM; hits with a dose series show IC50 in µM; 0.052% of 290,000 active;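 active = inhibition of at least 50% with at least 30 cells and total cytoplasm GFP at most 10,000,000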
Rac1 GTP hydrolysis = MgcRacGAP GTPase-activating activity inhibitors, confirmation, biochemical, ADP Hunter fluorescence; inhibition, % at 30 µM, or IC50 in µM where a hit was titrated; 0.6% of 340,000 active; AID 624330; MgcRacGAP-stimulated Rac1 GTP hydrolysis, ADP Hunter fluorescence; higher % means a stronger effect; GST-tagged Rac1 F28L mutant substrate;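 active = first-screen hits whose inhibition reached a set limit at any dose in the follow-up dose series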;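 note: fluorescence reports GDP produced by GAP-driven GTP hydrolysis; strong numbers were not always called active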
HIV peptide binding = cell-free HIV fusion peptide-binding blockers – biochemical, uHTS, fluorescence dequenching, primary screen (AID 1986) | 0.3% of 290,000 active | cell-free peptide binding, fluorescence dequenching, 30 min; higher % means a stronger effect | one-dose inhibition, % at 20 µM; IC50 in µM for titrated hits; in the data active = inhibition mostly above about 52%, no sharp cut-off; inactive = mostly below about 76%; note: some results filed as inactive read as strong as hits
NTR1 ag = NTR1-driven beta-arrestin-GFP spot formation – imaging, U2OS cells, high content, primary screen (AID 493036); P30989; agonist mode; activation, % at 20 µM; 0.17% of 330,000 active;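 active = activation at or above 40% of the spot to cytoplasm intensity ratio, with at least 20 cells analyzed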;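 note: 0% = DMSO without peptide and 100% = 100 nM NTR1 peptide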
Target sequence (P30989 whole entry, looked up): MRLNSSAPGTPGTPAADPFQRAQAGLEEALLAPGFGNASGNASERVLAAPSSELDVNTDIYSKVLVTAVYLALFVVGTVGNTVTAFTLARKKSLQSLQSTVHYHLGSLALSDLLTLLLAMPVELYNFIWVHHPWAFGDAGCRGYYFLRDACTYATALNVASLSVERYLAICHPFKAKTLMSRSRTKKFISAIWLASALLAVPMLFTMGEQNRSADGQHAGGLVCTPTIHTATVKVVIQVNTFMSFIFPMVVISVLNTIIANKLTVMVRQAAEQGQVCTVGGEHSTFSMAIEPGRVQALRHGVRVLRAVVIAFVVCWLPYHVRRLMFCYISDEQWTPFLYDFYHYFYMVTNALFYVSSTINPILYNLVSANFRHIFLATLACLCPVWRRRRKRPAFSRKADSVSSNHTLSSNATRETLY
GPR55 LPI antagonism = GPR55 antagonists blocking LPI-driven arrestin recruitment, primary screen, imaging, U2OS, beta-arrestin-GFP, LPI agonist (AID 2013); U2OS GPR55 beta-arrestin-GFP translocation imaging, LPI antagonism; higher % means a stronger effect; one-dose inhibition, % at 10 µM; IC50 in µM for titrated hits; 0.13% of 290,000 active;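 active = spots per cell inhibited over 60%, with over 100 cells counted and total cytoplasm intensity under 500,000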;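 note: U2OS cells stably carrying GPR55 and arrestin-GFP stimulated by 5 µM LPI near EC80; imaged beta-arrestin-GFP aggregate spots per cell after agonist stimulation; plate controls were LPI-stimulated DMSO wells for no effect and DMSO wells without LPI for full effect; some results filed as inactive read as strong as hits; confirmed hits need IC50 under 10 µM and bright autofluorescent wells are also inconclusive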
PhoP inhibition = PhoP-dependent GFP reporter repression – Salmonella Typhimurium, primary screen (AID 1863) | 0.16% of 300,000 active | S. Typhimurium PhoP-regulated promoter GFP reporter, 4 h; higher % means a stronger effect | inhibition, % at 50 µM; hits with a dose series show IC50 in µM;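 active = inhibition over 29.93%, a cutoff 3 SD above the screen mean, later confirmed by dose response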;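 note: 0% = low Mg2+ inducing control and 100% = high Mg2+ repressing control; strong numbers were not always called active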
Siah-1 displacement = Siah-1 peptide-binding antagonists, primary screen, biochemical, fluorescence polarization, rhodamine-plectin, uHTS (AID 1817). Siah-1 / rhodamine-plectin peptide fluorescence polarization; higher % means a stronger effect. displacement, % at 20 µM; hits with a dose series show IC50 in µM. 0.02% of 290,000 active;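 active = displacement of at least 50% at 20 µM, with a fluorescence ratio check between 0.3 and a set limit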;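 note: plate controls were Siah plus tracer with DMSO for no effect and tracer alone without Siah for full effect; strong numbers were not always called active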
NTR1 ag cell count 20 µM = second read-out of NTR1 ag, no call of its own (marks repeat the call); cell count; measured here: cell count, cytotoxicity flag
Myeloid diff 2 GFP+ MAC1+ % = recorded beside Myeloid diff 2, whose call it bears; GFP+ MAC1+ double positive, %; measured here: differentiation confirmed by MAC1 staining
* = called active by the depositor; i = inactive; nt = not tested or not shown.

Each structure is followed by: LYP phosphatase | Myeloid diff 2 | Myeloid diff 2 GFP+ MAC1+ % | GPR35 antagonists | Rac1 GTP hydrolysis | HIV peptide binding | NTR1 ag | NTR1 ag cell count 20 µM | GPR55 LPI antagonism | PhoP inhibition | Siah-1 displacement
> CC1CCCN(S(=O)(=O)c2cccc([N+](=O)[O-])c2)C1 (centres undefined)
 : -8.7% | i | 0.2 | -3.4% | 7.3% | -1.2% | -1.4 | 64 | -1.2% | -0.5% | -2.1%
> Cc1c(C(=O)NN)nn(-c2ccc(Cl)cc2)c(=O)c1C#N
 : 3.1% | i | 0.4 | -4.9% | 0.1% | 10.1% | 1.1 | 58 | 10.2% | 2.8% | -4.6%
> COc1ccccc1CNC(=O)C/C(C)=N/NC(=O)COc1ccc(C)cc1Br
 : -3.3% | i | 0.1 | -5.2% | 8.2% | 1.1% | 1.4 | 47 | 1.2% | -10.6% | 7.6%
> CCC(=O)Nc1ccc(C(=O)NNC(=O)c2cccs2)cc1
 : -2.3% | i | 5.1 | 20.8% | 6.6% | -2.8% | -0.7 | 81 | 6.4% | -6.8% | 1.3%
> COc1cccc(-c2cc(C(=O)Nc3cccnc3)c3ccccc3n2)c1
 : 2.9% | i | 0.8 | 6.1% | -5.0% | 0.4% | 1.3 | 62 | 1.6% | 2.3% | 3.2%
> CN(C)S(=O)(=O)c1ccc(NC(=O)CN2CCCCCC2)cc1
 : -8.6% | i | 1.2 | -8.6% | 6.1% | -0.9% | -1.2 | 48 | 11.0% | 8.3% | 4.8%
> CCOC(CNC(=O)CN1C(=O)COc2ccc(S(=O)(=O)N3CCCC3)cc21)OCC
 : -13.3% | i | 2.3 | -6.2% | 7.3% | 0.4% | 0.4 | 70 | 4.0% | -7.8% | -0.5%
> Cc1ccsc1-c1nc(CN2CCCC2c2ccc(F)cc2)c(C)o1 (centres undefined)
 : -2.0% | i | 0.2 | -3.4% | 4.0% | 22.8% | 2.5 | 38 | 8.3% | 6.4% | 9.8%
> Cc1ccc(C(=O)NC(=S)Nc2cccnc2Cl)cc1
 : -3.9% | i | 0.6 | 0.0% | 10.3% | -0.2% | 4.1 | 56 | -7.0% | 0.8% | -0.8%
> Cc1cc(C)nc(SCc2cc(=O)c(OC(=O)c3ccco3)co2)n1
 : -0.1% | i | 0.5 | 2.8% | -0.9% | 1.0% | 0.4 | 54 | 1.1% | -0.9% | -2.2%
> CCO/C=C1\N=C(c2ccc(F)cc2)OC1=O
 : -8.0% | i | 0.9 | 3.6% | -4.9% | 0.2% | 0.4 | 46 | -2.5% | -7.3% | -3.5%
> Cc1nn(Cc2cccc(C(=O)NC(C)c3ccc(C(C)(C)C)cc3)c2)c(C)c1[N+](=O)[O-] (centres undefined)
 : 5.2% | i | 6.1 | -4.8% | -3.0% | 0.4% | 3.2 | 65 | 95.0% | 11.6% | 0.0%
> COc1ccc(/C=C/C(=O)Nc2cc(S(=O)(=O)N3CCCCC3)ccc2N2CCCCC2)cc1OC
 : 1.2% | i | 1.3 | 7.1% | 1.7% | -1.9% | 0.5 | 47 | 9.9% | 27.5% | 0.7%
> O=C(NC1=NCCS1)C1COc2ccccc2O1 (centres undefined)
 : -2.9% | i | 0.8 | -6.9% | 5.5% | -2.6% | -1.9 | 39 | 3.9% | -1.4% | -3.9%
> CCOC(=O)C(=CNc1ccccc1C)C(=O)OCC
 : 0.0% | i | 1.4 | 5.5% | 3.0% | 1.6% | 1.7 | 84 | 4.5% | 6.0% | 2.7%
> CC(=O)Nc1ccc(NC(=O)C(C)OC(=O)CCCc2c[nH]c3ccccc23)cc1 (centres undefined)
 : nt | i | 1.1 | nt | 1.6% | nt | 1.0 | 54 | nt | -4.2% | nt
> CCOC(=O)Cc1nnc2c(Nc3ccccc3F)nc3nonc3n12
 : 2.4% | i | 1.7 | -12.5% | 8.5% | 3.0% | 0.7 | 41 | 4.0% | 4.2% | 5.1%
> NS(=O)(=O)c1ccc(CCNC(=O)c2cc(=O)[nH]c3ccccc23)cc1
 : -7.0% | i | 2.9 | 10.2% | -1.8% | -0.3% | -1.0 | 67 | 2.1% | -2.0% | 1.0%
> CCC(c1nnnn1C(C)(C)C)N(CCOC)Cc1cc2cccc(C)c2n2nnnc12 (centres undefined)
 : -0.6% | nt | nt | 0.7% | nt | -0.7% | nt | nt | 13.2% | -7.0% | 1.4%
> CC(=O)Nc1ccc(S(=O)(=O)NC2(C(F)(F)F)C(=O)Nc3c2c(=O)[nH]c(=O)n3C)cc1 (centres undefined)
 : -0.9% | i | 6.2 | -7.0% | 11.5% | 1.3% | -1.4 | 43 | 3.8% | 0.5% | -8.5%

The closing three entries of the section before open the next one.
Each structure is followed by: LYP phosphatase | Myeloid diff 2 | Myeloid diff 2 GFP+ MAC1+ % | GPR35 antagonists | Rac1 GTP hydrolysis | HIV peptide binding | NTR1 ag | NTR1 ag cell count 20 µM | GPR55 LPI antagonism | PhoP inhibition | Siah-1 displacement
> NS(=O)(=O)c1ccc(CCNC(=O)c2cc(=O)[nH]c3ccccc23)cc1
 : -7.0% | i | 2.9 | 10.2% | -1.8% | -0.3% | -1.0 | 67 | 2.1% | -2.0% | 1.0%
> CCC(c1nnnn1C(C)(C)C)N(CCOC)Cc1cc2cccc(C)c2n2nnnc12 (centres undefined)
 : -0.6% | nt | nt | 0.7% | nt | -0.7% | nt | nt | 13.2% | -7.0% | 1.4%
> CC(=O)Nc1ccc(S(=O)(=O)NC2(C(F)(F)F)C(=O)Nc3c2c(=O)[nH]c(=O)n3C)cc1 (centres undefined)
 : -0.9% | i | 6.2 | -7.0% | 11.5% | 1.3% | -1.4 | 43 | 3.8% | 0.5% | -8.5%
> CCN(CC)C(=O)CSc1nc(-c2ccccc2)cc(=O)[nH]1
 : -8.6% | i | 1.1 | 6.2% | 13.5% | -1.4% | -1.6 | 52 | 1.6% | -12.0% | -4.9%
> CC(C)C(=O)N1CCC2(CC1)Oc1ccc(F)cc1C(=O)C21CC(c2ccccc2)=NO1 (centres undefined)
 : -1.6% | i | 1.8 | -6.0% | 5.8% | -2.9% | 2.5 | 85 | 10.5% | 1.8% | -0.2%
> CC(C)Cn1c(-c2ccco2)nc2c(c(=O)c3ccccc3n2C)c1=O
 : 0.0% | nt | nt | 10.1% | nt | 2.0% | 0.1 | 62 | 10.0% | -9.6% | 2.7%
> C=CCOc1ccc(/C=C2/C(=O)ON=C2C)cc1OC
 : -9.1% | i | 1.0 | -7.1% | 20.6% | 1.4% | -0.8 | 87 | -2.4% | 13.7% | -4.3%
> CN(C)CCN(C(=O)c1ccc(N2C(=O)CCC2=O)cc1)c1nc2cc3c(cc2s1)OCO3
 : -2.8% | i | 0.3 | -2.5% | 16.1% | 5.6% | 0.7 | 83 | 7.4% | -3.8% | 4.2%
> CC1(c2cccc(Br)c2)NC(=O)N(CC(=O)Nc2ccc(F)cc2)C1=O (centres undefined)
 : -9.5% | i | 1.1 | 0.4% | 5.9% | 3.3% | -0.2 | 46 | 2.3% | -4.6% | 5.4%
> Nn1c(-c2ccccc2)cc(-c2ccccc2)cc1=O
 : nt | i | 1.6 | nt | 4.4% | nt | -1.4 | 91 | nt | 5.3% | nt
> COc1cc([N+](=O)[O-])ccc1NC(=S)NC(=O)CC(C)(C)C
 : -5.6% | i | 0.1 | -10.8% | 9.4% | 0.9% | 3.8 | 42 | -9.2% | -3.8% | 2.2%
> Cc1cc(C)nc(SCc2nnc(SCC(=O)Nc3ccc(C)c(C)c3)n2Cc2ccco2)n1
 : 1.4% | i | 1.6 | -18.0% | -9.4% | -0.5% | 1.8 | 86 | 6.5% | 13.8% | 1.6%
> Cc1ccc2nc(-c3ccc(NS(=O)(=O)c4ccc(F)c(F)c4)cc3)sc2c1
 : -2.3% | i | 1.4 | -20.2% | 5.3% | 8.3% | nt | nt | 18.0% | 16.0% | -5.4%
> CC(C)(C)CC(=O)NC(=S)Nc1ccccc1C(F)(F)F
 : 1.6% | i | 0.6 | 8.5% | 5.7% | -2.9% | 4.7 | 52 | 9.3% | -3.7% | 2.9%
> COc1cc2c(cc1OC)C(NC(=O)C(F)(F)F)CNC2=O (centres undefined)
 : -5.7% | i | 0.1 | 2.6% | -3.7% | -1.9% | -0.1 | 43 | 15.1% | -3.2% | 7.2%
> CC(C)c1ccc(CCNC(=O)c2cccc(S(=O)(=O)N3CCN(C)CC3)c2)cc1
 : -3.7% | i | 0.8 | -7.8% | 5.9% | 0.7% | 2.6 | 62 | -0.3% | -0.8% | -2.9%
> CC1CCN(c2ccc([N+](=O)[O-])cc2C(=O)O)CC1
 : -7.7% | i | 0.3 | -7.7% | 5.5% | 0.6% | 1.0 | 59 | 21.6% | -15.2% | 15.5%
> CCN1CCCc2cc(CN(CCN3CCOCC3)C(=S)Nc3cccc(Cl)c3)ccc21
 : -5.7% | i | 0.6 | 5.0% | 15.6% | 1.4% | 2.0 | 50 | 2.4% | -2.3% | -4.1%
> Cc1ccc(NC(=O)CCCc2ccccc2)c([N+](=O)[O-])c1
 : -13.2% | i | 0.2 | 1.5% | 16.5% | -1.5% | 3.1 | 61 | -3.4% | -7.6% | -0.2%
> COc1cc(C(c2c(C(=O)O)[nH]c3ccccc23)c2c(C(=O)O)[nH]c3ccccc23)ccc1OCc1ccccc1
 : 0.9% | i | 0.6 | -2.8% | 12.4% | 7.01µM* | -0.3 | 39 | 1.7% | -4.3% | 15.0%
> CCOc1ccc(NS(=O)(=O)c2ccc(C(=O)NC3CCC(O)CC3)cc2)cc1 (centres undefined)
 : nt | i | 1.1 | nt | -6.7% | nt | 0.7 | 51 | nt | 11.2% | nt
> Cc1cccc(C(C)(C)C)c1OCCCCN1CCCC1
 : -7.2% | i | 1.0 | -7.7% | 16.7% | -0.6% | -0.2 | 89 | 21.6% | 7.5% | 4.9%
> Cc1c(/C=N/Nc2ccc([N+](=O)[O-])cn2)c2ccccc2n1Cc1ccccc1
 : 1.3% | i | 0.4 | 15.2% | 9.4% | 4.4% | 2.1 | 51 | -4.9% | -4.1% | 7.9%

As a short view, two of the compounds above.
Each structure is followed by: LYP phosphatase | Myeloid diff 2 | Myeloid diff 2 GFP+ MAC1+ % | GPR35 antagonists | Rac1 GTP hydrolysis | HIV peptide binding | NTR1 ag | NTR1 ag cell count 20 µM | GPR55 LPI antagonism | PhoP inhibition | Siah-1 displacement
> CCN(CC)C(=O)CSc1nc(-c2ccccc2)cc(=O)[nH]1
 : -8.6% | i | 1.1 | 6.2% | 13.5% | -1.4% | -1.6 | 52 | 1.6% | -12.0% | -4.9%
> CC(C)C(=O)N1CCC2(CC1)Oc1ccc(F)cc1C(=O)C21CC(c2ccccc2)=NO1 (centres undefined)
 : -1.6% | i | 1.8 | -6.0% | 5.8% | -2.9% | 2.5 | 85 | 10.5% | 1.8% | -0.2%
